RORg inh – ROR gamma (mouse) transcription inhibition; AID 2551; Potency, µM (doses to about 53.6 µM), inactives show top-dose activity change, negative = inhibition, most hits filed as inhibitors; actives 5.4% (n = 310,000); P51450; Drosophila S2 Gal4-RORgamma UAS-luciferase reporter, 20 h; further: potency means the concentration at half of the fitted maximal effect; on the % scale 0 is the no-effect control and ±100 the full control effect; nearly all actives have a fitted effect of over 60% in size
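Stably transfected Drosophila Schneider cells are the test system, with ROR gamma fused to Gal4 and luciferase under UAS control; luminescence is read after 20 hr of 700 uM copper sulfate induction at ambient temperature.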
PKM2 act – increases activity of human pyruvate kinase M2; P14618; purified PKM2, Kinase-Glo ATP luminescence, activation; response scale: 0% is enzyme alone, no compound; actives 0.34% (n = 260,000); AID 1631; Potency, µM (doses to about 57.5 µM), for inactives: at the top dose activation, hits mostly activators; further: potency means the concentration at half of the fitted maximal effect; on the % scale 0 is the no-effect control and ±100 the full control effect; nearly all actives have a fitted effect of over 55% in size
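Kinase-Glo luminescence reports ATP generated from ADP (0.1 mM) and PEP (0.5 mM) by purified hPK-M2 after 1 h at room temperature, pH 7.2 imidazole buffer; intermediate enzyme activity allows detecting inhibitors and activators.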
Gal4-VP16 FLuc – inhibits Gal4-VP16 luciferase reporter, ROR gamma counter-screen. Drosophila S2 Gal4-VP16 UAS-luciferase, luminescence, 20 h. Potency, µM (highest dose often 53.6 µM), for inactives: at the highest dose activity, negative = inhibition, hits mostly inhibitors. actives 3.5% (n = 310,000). AID 2546;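 further: Gal4-VP16 expression switched on by copper sulfate through the metallothionein promoter; potency means the concentration at half of the fitted maximal effect; on the % scale 0 is the no-effect control and ±100 the full control effect; nearly all actives have a fitted effect of over 50% in size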
MBNL1 CUG block – inhibitors of human MBNL1 binding to CUG repeat RNA | TR-FRET MBNL1-His/biotin-(CUG)12 binding, 665/545 ratio | Potency, µM (top dose mostly 57.5 µM), without a hit: at the highest dose activity change, negative = inhibition, actives largely listed as inhibitors | actives 0.036% (n = 280,000) | AID 2675; active means well fitted inhibition curve with a large enough effect in the signal ratio, with a control signal flat, not every such curve was filed as active; inconclusive means small, poorly fitted or top-dose-only effect, or effect the other way, or a change in a side signal; inactive means no such curve, though single readings can be large or run the other way; the % refers to the signal ratio; further: potency means the concentration at half of the fitted maximal effect; on the % scale 0 is the no-effect control and ±100 the full control effect
Target sequence (Q9NR56 whole entry, looked up): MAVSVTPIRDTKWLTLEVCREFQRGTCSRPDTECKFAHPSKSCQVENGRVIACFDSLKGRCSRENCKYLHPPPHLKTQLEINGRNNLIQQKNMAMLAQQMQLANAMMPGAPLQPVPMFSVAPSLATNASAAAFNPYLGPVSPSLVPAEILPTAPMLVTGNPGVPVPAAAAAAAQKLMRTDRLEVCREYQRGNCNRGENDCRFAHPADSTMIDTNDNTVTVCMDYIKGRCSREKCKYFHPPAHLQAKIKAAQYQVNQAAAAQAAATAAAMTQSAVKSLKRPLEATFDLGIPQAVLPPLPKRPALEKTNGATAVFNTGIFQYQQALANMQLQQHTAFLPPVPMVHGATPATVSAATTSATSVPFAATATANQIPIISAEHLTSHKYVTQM
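TR-FRET readout: Ex 340 nm, 665/545 nm emission ratio, normalized to buffer-only (basal) and MBNL1-(CUG)12 controls. Complex of MBNL1-His with Biotin-(CUG)12, compounds 92 nM–58 uM, incubated 60 min at room temperature.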
FLuc counter – counter-screen for miR-21 project: firefly luciferase inhibitors or activators. purified FLuc, Km substrates, luminescence inhibition. actives 6.9% (n = 360,000). Potency, µM (highest dose often 57.5 µM), without a hit: at the highest dose activity change, negative = inhibition, hits mostly inhibitors. AID 588342;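 further: potency means the concentration at half of the fitted maximal effect; plate controls were vehicle for no effect and reference inhibitor for full effect; nearly all actives have a fitted effect of over 55% in size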
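Purified P. pyralis luciferase (10nM final) with 10uM D-luciferin and 10uM ATP (Km levels) in 50mM Tris acetate pH 7.5, 10mM Mg acetate, 0.01% Tween-20, 0.05% BSA; qHTS 6-point titration, ~60 µM downward; luminescence read.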
Rab9 promoter act – Rab9 promoter activation; Huh7 Rab9 promoter-luciferase reporter, luminescence, 24 h; Potency, µM (top dose mostly 9.22 µM), without a hit: at the top dose activation, negative = inhibition, most hits filed as activators; actives 2.8% (n = 320,000); AID 485297; further: potency means the concentration at half of the fitted maximal effect; % of control where 0% means no effect; nearly all actives have a fitted effect of over 60% in size
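Luminescence from Amplite-detected luciferase (10 minutes, ambient) reports Rab9 promoter activation. Before that, stable Rab9-luciferase Huh7 cells (1500/well, reduced-serum OP-MEM I plus 10% FBS) were exposed to compound for 24 hours at 37C.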
NPC1 promoter act – activators of NPC1 promoter. Potency, µM (titrated, usually from 9.22 µM), without a hit: top-dose activation, hits mostly activators. actives 2.4% (n = 320,000). AID 485313. Huh7 NPC1 promoter luciferase reporter, 24 h;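 further: potency means the concentration at half of the fitted maximal effect; % of control where 0% means no effect; nearly all actives have a fitted effect of over 60% in size; reporter is driven by a mutant NPC1 promoter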
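NPC1 promoter–luciferase Huh7 cells; 24 h compound; luminescence.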
Menin-MLL TR inh – menin-MLL binding inhibition, Texas Red mutant peptide | Menin + Texas Red MLL mutant peptide, fluorescence polarization | Potency, µM (highest dose often 61.6 µM), for inactives: top-dose FP activity change, negative = inhibition, most hits filed as inhibitors | actives 0.23% (n = 270,000) | AID 1768; active means well fitted inhibition curve with a large enough effect in the polarisation, with a control signal flat, not every such curve was filed as active; inconclusive means small, poorly fitted or top-dose-only effect, or effect the other way, or a change in a side signal; inactive means no such curve, though single readings can be large or run the other way; the % refers to the polarisation; further: potency means the concentration at half of the fitted maximal effect; % of control where 0% means no effect; many of its hits are not listed in these tables
Target sequence (O00255 whole entry, looked up): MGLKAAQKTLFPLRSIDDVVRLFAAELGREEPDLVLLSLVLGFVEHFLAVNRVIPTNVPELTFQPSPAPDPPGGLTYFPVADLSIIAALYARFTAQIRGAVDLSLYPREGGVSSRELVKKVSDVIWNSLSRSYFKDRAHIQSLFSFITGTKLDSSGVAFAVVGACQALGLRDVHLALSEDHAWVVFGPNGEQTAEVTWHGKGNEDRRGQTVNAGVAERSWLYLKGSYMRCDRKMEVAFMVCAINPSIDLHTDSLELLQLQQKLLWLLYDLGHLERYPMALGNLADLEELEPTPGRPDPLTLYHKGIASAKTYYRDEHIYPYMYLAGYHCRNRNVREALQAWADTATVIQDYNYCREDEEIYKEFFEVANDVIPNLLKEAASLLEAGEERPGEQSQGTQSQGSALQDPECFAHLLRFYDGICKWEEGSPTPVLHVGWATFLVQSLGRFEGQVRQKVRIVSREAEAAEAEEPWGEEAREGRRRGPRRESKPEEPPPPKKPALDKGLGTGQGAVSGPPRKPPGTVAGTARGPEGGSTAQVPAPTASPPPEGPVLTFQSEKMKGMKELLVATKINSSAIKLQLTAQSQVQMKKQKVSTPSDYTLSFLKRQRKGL
KCNH2 3.1 block – blocks the human KCNH2 3.1 channel isoform | U2OS KCNH2 3.1, thallium flux FluxOr; stronger effect = lower value | activity change, % (tested at about 1.8 µM) | actives 0.95% (n = 340,000) | AID 720553;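 active means maximum activity change below -70%; inconclusive means maximum activity change from -70% to -50%; inactive means maximum activity change above -50%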;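 further: thallium influx rate constant from kinetic fluorescence after stimulation buffer; on the % scale 0 is the no-effect control and ±100 the full control effect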
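Normalized rate constant (relative to positive and negative DMSO controls) derived from a 2 min kinetic fluorescence read after stimulation; U2OS cells expressing the 3.1 isoform via virus at 1.77 x 10^8 /mL.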
Mito fusion yeast – mitochondrial division inhibition or fusion activation; AID 485298; S. cerevisiae fusion-defective mutant growth rescue, CellTiterGlo 48 h; Potency, µM (series often up to 46.1 µM), for the others: at the top dose growth rescue (activation), most hits filed as activators; actives 0.23% (n = 320,000);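 further: potency means the concentration at half of the fitted maximal effect; % of control where 0% means no effect; nearly all actives have a fitted effect of over 45% in size; temperature-sensitive fusion mutants such as fzo1-1 at 37 °C on non-fermentable ethanol glycerol medium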
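S. cerevisiae fusion-defective temperature-sensitive mutants (e.g. fzo1-1, mgm1-5) grown 48 h at 37C in YPEG (ethanol/glycerol non-fermentable) medium with 23 nl compound per well; growth rescue read as CellTiterGlo luminescence.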
ELG1 repair inh – ELG1-dependent DNA repair inhibition. HEK293T ELG1-luciferase reporter, luminescence, 16 h; DNA damage induced by 5-fluorouridine. Potency, µM (series often up to 46.1 µM), for inactives: at the highest dose activity change, negative = inhibition, hits mostly inhibitors. actives 2.3% (n = 330,000). AID 504467; further: potency means the concentration at half of the fitted maximal effect; on the % scale 0 is the no-effect control and ±100 the full control effect; nearly all actives have a fitted effect of over 55% in size
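Quantitative HTS, concentration-response format. 2,000 cells/well co-treated with 5-fluorouridine and compound, 16 hr in 5% CO2 at 37 °C; ONE-Glo luminescence read after 30 min.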
The depositor's hits bear a star; [ ] = dose if it differs, or a comment. Unless noted, the call rests on the fitted dose curve; in most records, active means well fitted curve in the direction sought with a large enough effect; inconclusive means small, poorly fitted or top-dose-only effect, or another doubt; inactive means no such curve, though single readings can be large; an effect the other way counts as inactive or inconclusive. The list is partial, so the mix of outcomes need not match the whole.

CNC(=S)N(CCc1ccc(S(N)(=O)=O)cc1)C1CC(=O)N(c2ccccc2F)C1=O (stereo unspecified) was read as RORg inh 15%, PKM2 act -4%, Gal4-VP16 FLuc 6%, MBNL1 CUG block -3%, FLuc counter 0%, Rab9 promoter act -1%, NPC1 promoter act -3%, Menin-MLL TR inh 14%, KCNH2 3.1 block 0, Mito fusion yeast 1% and ELG1 repair inh -4%.
Nc1nccc(-c2cc(-c3ccc(Cl)cc3Cl)no2)n1 was read as RORg inh -15%, PKM2 act -9%, Gal4-VP16 FLuc -11%, MBNL1 CUG block -8%, FLuc counter 0.67µM*, Rab9 promoter act 0.32µM*, NPC1 promoter act 0.35µM*, KCNH2 3.1 block -11, Mito fusion yeast 3% and ELG1 repair inh inconclusive.
Cn1nnnc1SCC(=O)NC(=O)c1cccc([N+](=O)[O-])c1 was read as RORg inh 1%, PKM2 act 4%, Gal4-VP16 FLuc -6%, MBNL1 CUG block inconclusive, FLuc counter -1%, Rab9 promoter act 4%, NPC1 promoter act -3%, KCNH2 3.1 block -15, Mito fusion yeast 5% and ELG1 repair inh 6%.
`Fc1ccccc1C(c1nnnn1Cc1ccc2c(c1)OCO2)N1CCN(Cc2ccccc2)CC1` (stereo unspecified) gave RORg inh -25%, PKM2 act 11%, Gal4-VP16 FLuc -3%, MBNL1 CUG block -12%, FLuc counter 3%, Rab9 promoter act -4%, NPC1 promoter act -6%, Menin-MLL TR inh -12%, KCNH2 3.1 block inconclusive, Mito fusion yeast 9% and ELG1 repair inh inconclusive.
For CCOc1ccc(NS(=O)(=O)c2cnc(Cl)c(Cl)c2)cc1 the results were RORg inh 9%, PKM2 act 8%, Gal4-VP16 FLuc 5%, MBNL1 CUG block 6%, FLuc counter 8%, Rab9 promoter act -1%, NPC1 promoter act 0%, Menin-MLL TR inh 11%, KCNH2 3.1 block 7, Mito fusion yeast -6% and ELG1 repair inh -2%.
Screening Cc1ccccc1CN1CCC(n2nccc2NC(=O)CCCc2ccccc2)CC1 returned RORg inh -14%, Gal4-VP16 FLuc -6%, MBNL1 CUG block 1%, FLuc counter 1%, Rab9 promoter act 0%, NPC1 promoter act -11%, KCNH2 3.1 block -45, Mito fusion yeast -3% and ELG1 repair inh inconclusive.
Screening Cn1c(C(=O)NC2CCCCC2)cc2sccc21 returned RORg inh 44%, PKM2 act -3%, Gal4-VP16 FLuc 15%, MBNL1 CUG block 4%, FLuc counter 17µM*, Rab9 promoter act 4µM*, NPC1 promoter act inconclusive, Menin-MLL TR inh -10%, KCNH2 3.1 block -10, Mito fusion yeast 2% and ELG1 repair inh inconclusive.
For COc1ccc(-c2c(C(F)(F)F)[nH]n3c(=O)cc(-c4ccccc4)nc23)cc1 the results were RORg inh 8%, PKM2 act 1%, Gal4-VP16 FLuc -5%, MBNL1 CUG block 0%, FLuc counter 19µM*, Rab9 promoter act 2%, NPC1 promoter act -2%, KCNH2 3.1 block -5, Mito fusion yeast 0% and ELG1 repair inh inconclusive.
Screening CN(C)S(=O)(=O)Oc1ccc(Cl)cc1C(=O)Nc1cccc(C(F)(F)F)c1 returned RORg inh -4%, PKM2 act 2%, Gal4-VP16 FLuc 0%, MBNL1 CUG block -2%, FLuc counter 0%, Rab9 promoter act 0%, NPC1 promoter act 0%, Menin-MLL TR inh 51%[activator], KCNH2 3.1 block -4, Mito fusion yeast -1% and ELG1 repair inh 11%.
`COc1ccc(Nc2nc(NCc3ccco3)nc(N/N=C/c3ccccc3Cl)n2)cc1` gave RORg inh -16%, PKM2 act 10%, Gal4-VP16 FLuc -2%, MBNL1 CUG block -13%, FLuc counter inconclusive, Rab9 promoter act -1%, NPC1 promoter act -3%, Menin-MLL TR inh -27%, KCNH2 3.1 block -46, Mito fusion yeast -12% and ELG1 repair inh inconclusive.
`Cc1cccc(NC(=O)c2ccc3ccccc3n2)n1` gave RORg inh inconclusive, PKM2 act -9%, Gal4-VP16 FLuc -4%, MBNL1 CUG block 14%, FLuc counter 6µM*, Rab9 promoter act 3.2µM*, NPC1 promoter act 3.2µM*, Menin-MLL TR inh 13%, Mito fusion yeast 1% and ELG1 repair inh inconclusive.
C=CCc1ccccc1OCC(=O)O was read as RORg inh 15%, PKM2 act -6%, Gal4-VP16 FLuc -4%, MBNL1 CUG block -7%, FLuc counter -1%, Rab9 promoter act -2%, NPC1 promoter act 0%, KCNH2 3.1 block 15, Mito fusion yeast -19% and ELG1 repair inh -8%.
Cc1ccc(S(=O)(=O)N2CCC(=O)N(CCOCc3ccc(Cl)cc3)CC2)cc1 was read as RORg inh inconclusive, PKM2 act inconclusive, Gal4-VP16 FLuc -6%, MBNL1 CUG block -20%, FLuc counter 3%, Rab9 promoter act -7%, NPC1 promoter act -6%, Menin-MLL TR inh -20%, KCNH2 3.1 block -11, Mito fusion yeast 8% and ELG1 repair inh -19%.
Screening O=C(N/N=C/c1ccc(Br)s1)Nc1ccccc1 returned RORg inh -72%, PKM2 act 3%, Gal4-VP16 FLuc inconclusive, FLuc counter inconclusive, Rab9 promoter act inconclusive, NPC1 promoter act 27%, Menin-MLL TR inh 18%, KCNH2 3.1 block -13, Mito fusion yeast 0% and ELG1 repair inh inconclusive.
Screening O=C(N/N=C/c1cccc([N+](=O)[O-])c1O)c1cccs1 returned RORg inh 1.1µM*, PKM2 act 1%, Gal4-VP16 FLuc 0.79µM*, MBNL1 CUG block inconclusive, FLuc counter 13µM*, Rab9 promoter act -1%, NPC1 promoter act -6%, Menin-MLL TR inh inconclusive, KCNH2 3.1 block 13, Mito fusion yeast 4% and ELG1 repair inh -9%.

A draw from above in order of length of the SMILES, lowest first:
Screening Cn1c(C(=O)NC2CCCCC2)cc2sccc21 returned RORg inh 44%, PKM2 act -3%, Gal4-VP16 FLuc 15%, MBNL1 CUG block 4%, FLuc counter 17µM*, Rab9 promoter act 4µM*, NPC1 promoter act inconclusive, Menin-MLL TR inh -10%, KCNH2 3.1 block -10, Mito fusion yeast 2% and ELG1 repair inh inconclusive.
Screening O=C(N/N=C/c1ccc(Br)s1)Nc1ccccc1 returned RORg inh -72%, PKM2 act 3%, Gal4-VP16 FLuc inconclusive, FLuc counter inconclusive, Rab9 promoter act inconclusive, NPC1 promoter act 27%, Menin-MLL TR inh 18%, KCNH2 3.1 block -13, Mito fusion yeast 0% and ELG1 repair inh inconclusive.
Screening Cc1ccccc1CN1CCC(n2nccc2NC(=O)CCCc2ccccc2)CC1 returned RORg inh -14%, Gal4-VP16 FLuc -6%, MBNL1 CUG block 1%, FLuc counter 1%, Rab9 promoter act 0%, NPC1 promoter act -11%, KCNH2 3.1 block -45, Mito fusion yeast -3% and ELG1 repair inh inconclusive.

Structures above that have a CF3 group, in the order listed:
For COc1ccc(-c2c(C(F)(F)F)[nH]n3c(=O)cc(-c4ccccc4)nc23)cc1 the results were RORg inh 8%, PKM2 act 1%, Gal4-VP16 FLuc -5%, MBNL1 CUG block 0%, FLuc counter 19µM*, Rab9 promoter act 2%, NPC1 promoter act -2%, KCNH2 3.1 block -5, Mito fusion yeast 0% and ELG1 repair inh inconclusive.
Screening CN(C)S(=O)(=O)Oc1ccc(Cl)cc1C(=O)Nc1cccc(C(F)(F)F)c1 returned RORg inh -4%, PKM2 act 2%, Gal4-VP16 FLuc 0%, MBNL1 CUG block -2%, FLuc counter 0%, Rab9 promoter act 0%, NPC1 promoter act 0%, Menin-MLL TR inh 51%[activator], KCNH2 3.1 block -4, Mito fusion yeast -1% and ELG1 repair inh 11%.

Screening results (PubChem BioAssay)
